FAS-TE inh = FAS thioesterase (human) inhibition; 0.67% of 360,000 active; recombinant FAS-TE, OMFH fluorogenic substrate, fluorescence endpoint; P49327; AID 602261; inhibition, % at 15 µM;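 active means compounds whose normalised, plate-corrected inhibition of enzyme fluorescence in the single-dose primary screen is 50% or more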;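 further: 0% = DMSO with enzyme and 100% = substrate without enzyme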
bovine MsrA act = bovine methionine sulfoxide reductase A activation; AID 602163; purified bovine MsrA, absorbance read-out; activation, % at 10.6 µM; 0.3% of 360,000 active; in the data active means activation above about 7.5%;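 further: 0% = vehicle and 100% = reference activator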
CSN deneddyl inh = blocks human CSN-mediated cullin deneddylation. Q92905. Purified CSN, SCF-Nedd8-OG deneddylation, fluorescence polarization. inhibition, % at 12.5 µM. 0.38% of 360,000 active. AID 651999;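 active means pattern-corrected inhibition above about 35%, with an unprinted fluorescence ratio check between 0.5 and 1.5, limit read from the data, passing the limit was not always enough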;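 further: 0% = enzyme with substrate and 100% = substrate without enzyme; some results filed as inactive read as strong as hits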
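Assay system: purified human Csn5 enzyme expressed in HEK293T cells; Input: 0.24 nM Csn5 enzyme, final concentration; Reagent: 10 nM SCFSkp2-Nedd8OG; Compound dosing: 12.5 µM single point; Times: reaction 90 min, room temperature; Technique: fluorescence polarization readout.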
MLLE-PAM2 inh = blocks PAM2 peptide binding to the PABP1 MLLE domain. GST-MLLE / FITC-PAM2 fluorescence polarization. AID 588489. P11940. inhibition, % at 20 µM. 0.36% of 360,000 active; in the data active means inhibition above about 35%, passing the limit was not always enough;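 further: plate controls were DMSO wells with GST-MLLE for no effect and wells lacking GST-MLLE protein for full effect; some results filed as inactive read as strong as hits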
Rin1-Abl PPI inh = blocks binding of human Rin1 to Abl; P00519+Q13671; TR-FRET Rin1/Abl binding, biochemical; inhibition, % at 7.35 µM; 0.4% of 360,000 active; AID 588664; in the data active means inhibition above about 5%, passing the limit was not always enough
Neddylation inh = cullin neddylation inhibition; TR-FRET cullin neddylation, biochemical; calls only at 25 µM; 0.58% of 360,000 active; in the data active means inhibition above about 36%
MsrA inh = bovine MsrA inhibition | purified bovine MsrA, absorbance read-out | inhibition, % at 15.5 µM | 0.75% of 360,000 active | AID 651718; in the data active means inhibition above about 4.5%;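 further: 0% = vehicle wells with enzyme and 100% = reference inhibitor wells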
eLon inh = inhibitors of E. coli Lon protease; inhibition, % at 7.94 µM; P0A9M0; 0.42% of 360,000 active; purified E. coli Lon protease, fluorescence polarization; in the data active means inhibition above about 13%, passing the limit was not always enough;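 further: 0% = enzyme with probe and DMSO and 100% = no enzyme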
TbMetRS inhib = Trypanosoma brucei MetRS inhibition. inhibition, % at 11.9 µM. AID 624268. purified T. brucei MetRS, ATP depletion, Kinase-Glo luminescence. 0.4% of 360,000 active;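 active means inhibition above a per-plate cutoff of the control wells' mean inhibition plus 3 SD, cut at about 5.5% in these data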;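 further: 0% = DMSO wells median and 100% = median of wells with control inhibitor compound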
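Dosing: 11.9 µM compound single dose, 0.9% DMSO; Assay system: purified T. brucei MetRS enzyme; Measured by: Kinase-Glo luciferase luminescence reporting remaining unconsumed ATP; Schedule: 15 min plus 2 h at 25 °C.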
The depositor's hits bear a star; i = inactive; . = no result given.

SMILES | FAS-TE inh | bovine MsrA act | CSN deneddyl inh | MLLE-PAM2 inh | Rin1-Abl PPI inh | Neddylation inh | MsrA inh | eLon inh | TbMetRS inhib
Cc1ncc([N+](=O)[O-])n1Cc1ccccc1F | 0 | -3 | 4 | 0 | -3 | i | 1.1 | -4 | -0.9
CCc1ccc(-c2cc(C(=O)NN3CCOCC3)c3ccccc3n2)s1 | 1 | -7 | 4 | -12 | -7 | . | 2.1 | 0 | -1.2
O=C(Nc1ccc(F)c(Cl)c1)c1cc(C2CCCN(C(=O)c3cccs3)C2)on1 (configuration not stated) | 18 | -3 | -1 | 12 | 4 | i | -0.2 | -5 | -0.1
CCOC(=O)C1(CCOc2ccccc2)CCN(Cc2ccc(NC(C)=O)cc2)CC1 | -2 | -4 | 8 | 10 | 1 | i | -0.8 | -8 | -0.6
CC(C)(C)NC(=O)COc1coc(CN2CCN(Cc3ccccc3)CC2)cc1=O | 0 | -7 | -1 | 0 | 5 | i | 1.5 | 3 | -0.3
COC(=O)C[C@H]1c2ccccc2S(=O)(=O)N1C(C)C | -16 | -2 | -2 | 2 | 0 | i | 0.3 | -1 | -0.3
COc1cccc(-c2cnc(C(O)c3cccc(OC)c3)[nH]2)c1 (configuration not stated) | -6 | -2 | 2 | -10 | 2 | i | -0.8 | -5 | -0.1
O=C(NN(C(=O)C1CC1)c1nc2ccccc2s1)C1CC1 | 0 | -4 | -1 | 4 | 3 | i | -0.2 | -4 | 0.1
CCCOC(=O)c1cccc(NC(=O)COc2ccc([N+](=O)[O-])cc2)c1 | 37 | 2 | 1 | -12 | 1 | i | 1.1 | 2 | -0.4
C/C(CC(=O)Nc1cccc(Cl)c1Cl)=N\NC(=O)c1ccccc1C | 1 | -1 | 108 | -1 | -1 | i | 1.6 | 11 | -0.7
CC1(c2ccccc2)NC(=O)N(CC(=O)NNC(=O)c2ccccc2F)C1=O (configuration not stated) | -9 | -5 | -1 | 13 | 3 | i | -0.7 | 4 | -0.4
COc1ccc(NC(=S)NC(NC(=O)c2cccc(Cl)c2)C(Cl)(Cl)Cl)c([N+](=O)[O-])c1 (configuration not stated) | 23 | -5 | -2 | 38* | -6 | i | 1.1 | 5 | -0.4
OCCN(CCO)c1nc(N2CCCCC2)c2nc(N(CCO)CCO)nc(N3CCCCC3)c2n1 | -47 | -5 | -70 | 180 | -4 | . | -0.4 | 148* | -1.4
N#Cc1cn(CCOc2ccc(F)cc2)c2ccccc12 | 22 | 0 | -7 | -6 | 4 | i | -0.7 | 9 | 0.1
COCCNC(=O)CSc1nc2cc(OC)c(OC)cc2c(=O)n1Cc1ccco1 | -3 | -1 | 2 | 5 | 2 | i | 0.6 | -4 | 0.3
O=C1C(CO)C(CO)C(CO)C1CO (configuration not stated) | -6 | -5 | -1 | 9 | 3 | i | 0.6 | -1 | 0.0
CC1CCCN(C2(O)C(=O)Nc3ccc([N+](=O)[O-])cc32)C1 (configuration not stated) | 23 | -4 | -1 | 1 | 1 | i | 2.0 | 3 | 0.2
O=S(=O)(c1ccc2nnn(O)c2c1)N1CCOCC1 | -7 | -2 | -4 | 0 | 2 | i | 0.7 | 0 | -0.1
COc1cccc(-c2c(C(=O)N/N=C/c3ccc(C)s3)nnn2-c2nonc2N)c1 | 7 | -1 | -5 | 5 | -1 | i | 3.1 | 0 | -0.3
CCn1cc(CNC(=O)c2cc(COc3ccc(F)cc3Cl)on2)cn1 | -2 | -2 | 3 | 0 | 0 | i | -0.5 | 4 | 2.0
CC(C)c1nnc(NC(=O)Cc2ccc(Br)cc2)s1 | -11 | -6 | -3 | 5 | 4 | i | -0.6 | 1 | -0.3
Cn1c(COc2ccccc2O)[n+](C)c2ccccc21 | -6 | -7 | -1 | 4 | -2 | i | 0.4 | -6 | -0.8
Cc1cc(C)n2nc(N)nc2n1 | -4 | -7 | -2 | -7 | 5 | i | 1.2 | -9 | -0.5
CCOc1ccc(NC(=O)c2cnsn2)cc1 | -7 | -6 | 0 | 3 | 0 | i | 1.0 | -9 | -0.6
NC(=O)NOCc1cccc(Cl)c1 | -7 | -2 | -5 | -2 | -1 | i | -1.3 | 3 | -0.4
C=C(C)c1ccccc1 | 1 | -3 | -3 | -11 | 0 | i | 0.0 | 0 | -0.9
Cc1ccc(NC(=O)C2CC3CCC2C3)c(Br)c1 (configuration not stated) | 7 | -4 | 2 | 7 | 0 | i | 1.6 | 1 | 0.4
COCCCN(C(=S)Nc1ccc(OC)cc1)C(C)c1ccncc1 (configuration not stated) | -4 | -2 | 4 | -20 | -3 | i | 0.1 | -5 | 2.7
Cc1[nH]c2ccccc2c1N=Nc1ccccc1F | 25 | -3 | 0 | -1 | 1 | i | 0.1 | -5 | -0.4
O=C1CCC(C(=O)N(c2ccccc2)C2(C(=O)NC3CCCCC3)CCCCC2)N1 (configuration not stated) | 0 | -2 | -3 | 5 | 0 | i | -1.2 | -5 | -0.2
CCCn1c(CCC(=O)O)ccc1-c1ccccc1 | -6 | -2 | -13 | 3 | 1 | i | 1.5 | -4 | -0.2
COc1ccc(CCNC(=S)Nc2cc(C)ccc2C)cc1 | 2 | -2 | -1 | -1 | 2 | i | 1.1 | -5 | -1.0
Cn1cc(NC(=O)Nc2ccc(C(F)(F)F)cc2)c(C(F)(F)F)n1 | 14 | -3 | -3 | 11 | 2 | i | -0.9 | -6 | -0.2
COc1cccc(C(=O)CN(C(=O)c2ccc(Cl)c(Cl)c2)N2C(=O)C3CCCCC3C2=O)c1 (configuration not stated) | 36 | -8 | 1 | 6 | -3 | i | 0.7 | -8 | -0.3
O=C(OCc1ccc2c(c1)OCO2)c1ccc(S(=O)(=O)N2CCCC2)cc1 | 28 | 0 | 2 | 2 | 2 | i | 0.7 | -3 | -0.3
COc1ccc(NC(=O)CN2C(=O)COc3ccc(S(=O)(=O)N4CCOCC4)cc32)cc1 | 0 | -5 | 0 | 6 | 1 | i | -0.2 | 5 | -0.1
CC(=O)c1ccc(NC(=O)C2CCCN2S(=O)(=O)c2ccc(F)cc2)cc1 (configuration not stated) | -2 | -1 | -2 | 0 | 0 | i | -0.8 | 1 | -0.6
CCCCc1nnc(NC(=O)c2ccc(-n3cncn3)c([N+](=O)[O-])c2)s1 | -4 | -2 | -1 | 5 | -1 | i | 3.4 | 4 | 3.1
CCOC(=O)C1=C(c2ccccc2)NC(=S)NC1C (configuration not stated) | -6 | -3 | 4 | -130 | -1 | i | 2.3 | 3 | -0.4
CC(C)NC(=O)C1CCN(c2ccc(S(=O)(=O)N3CCOCC3)cc2Cl)CC1 | -14 | 0 | 1 | -3 | -3 | i | -0.5 | 2 | 0.1
COc1ccc(-c2csc(NC(CO)c3nc4ccccc4n3Cc3ccc(C)cc3)n2)cc1 (configuration not stated) | 24 | -2 | 2 | 0 | 3 | i | 0.1 | -14 | -0.4
O=C(CCN1CCOCC1)NNC(=S)NC(=O)c1ccc(Br)cc1 | -10 | 7 | -1 | 17 | -2 | i | -0.1 | 11 | -0.3
CC(=O)Oc1ccc2oc(C)c(C(=O)N3CCOCC3)c2c1 | -10 | -2 | -2 | -27 | 5 | i | -1.5 | -5 | -0.1
Cc1cc(C)c(C)c(S(=O)(=O)NCc2ccc(C(=O)N3CCN(C)CC3)cc2)c1C | 0 | -3 | 3 | -6 | 2 | i | -0.3 | -3 | -0.5
COc1ccc(OCc2nnc(SCC(=O)c3ccccc3)o2)cc1 | 8 | 0 | -7 | -47 | 3 | i | 1.1 | -4 | 0.1
O=C(Cn1cncn1)N1CCN(c2ccc(F)cc2)CC1 | -2 | -7 | -6 | -12 | -1 | i | -1.1 | 2 | -1.3
CC1CC(C)CN(CCOc2ccc(Br)cc2)C1 (configuration not stated) | -10 | -3 | -9 | 2 | 0 | i | -0.5 | -4 | 0.5
Cc1cc(N)n2ncc(-c3ccc(Cl)cc3)c2n1 | 10 | 0 | 3 | 7 | -4 | . | 0.7 | 4 | 0.2
COCCNC(=O)CCCCCNS(=O)(=O)c1ccc(C)cc1 | -9 | -6 | 4 | 3 | -3 | i | 0.0 | -15 | -1.1
COc1ccc(CN(Cc2cccn2C)S(=O)(=O)c2cccc(C(F)(F)F)c2)cc1 | 30 | -1 | 0 | 6 | -5 | i | -0.3 | 14 | -0.7
CCOC(=O)c1c(NC(=O)NC(C)(C)C)sc2c1CCN(C)C2 | -3 | 1 | -1 | -4 | 4 | i | 1.0 | -11 | -0.6
O=C(Nc1ncc([N+](=O)[O-])s1)c1ccco1 | 2 | -3 | 3 | -12 | -6 | i | -0.2 | -26 | -0.3
COCCN(C(=O)CSc1nc2ccc(OC)cc2[nH]1)c1c(N)n(Cc2ccccc2)c(=O)[nH]c1=O | -6 | -1 | -6 | -39 | -3 | i | -1.0 | -2 | -0.3
CCc1cc(CNC(=O)CCc2nnc(Cc3cccc(C)c3)o2)on1 | -7 | -5 | -2 | -1 | 1 | i | 1.2 | -5 | -0.1
CCOC(=O)N1CCN(CC(O)COc2ccc(C(C)C)c(C)c2)CC1 (configuration not stated) | -5 | -2 | -3 | 11 | 2 | i | 0.7 | -9 | -1.1
COC(=O)c1cc(O)cc(OC)c1Oc1cc(C)cc(O)c1C(=O)O | 0 | -5 | 41* | -4 | 20* | i | 0.7 | 3 | -1.6
CCCN(CC(=O)Nc1ccccc1OC)C(=O)Cc1ccc2c(c1)CCC2 | 13 | -1 | -2 | 25 | 0 | i | . | -13 | -0.9
Cn1c(=O)c2c(nc(CN3CCN(Cc4ccccc4)CC3)n2CCN2CCOCC2)n(C)c1=O | -6 | -4 | 4 | -3 | 0 | i | 1.5 | -8 | -0.4
O=C(Oc1cccnc1)c1cccc(Cl)c1 | -5 | -7 | 2 | -5 | 0 | i | -0.1 | 5 | -0.9

Part of the list above in a different format:
Below each SMILES – FAS-TE inh	bovine MsrA act	CSN deneddyl inh	MLLE-PAM2 inh	Rin1-Abl PPI inh	Neddylation inh	MsrA inh	eLon inh	TbMetRS inhib
COCCNC(=O)CCCCCNS(=O)(=O)c1ccc(C)cc1
    -9	-6	4	3	-3	i	0.0	-15	-1.1
COc1ccc(CN(Cc2cccn2C)S(=O)(=O)c2cccc(C(F)(F)F)c2)cc1
    30	-1	0	6	-5	i	-0.3	14	-0.7
CCOC(=O)c1c(NC(=O)NC(C)(C)C)sc2c1CCN(C)C2
    -3	1	-1	-4	4	i	1.0	-11	-0.6
O=C(Nc1ncc([N+](=O)[O-])s1)c1ccco1
    2	-3	3	-12	-6	i	-0.2	-26	-0.3
COCCN(C(=O)CSc1nc2ccc(OC)cc2[nH]1)c1c(N)n(Cc2ccccc2)c(=O)[nH]c1=O
    -6	-1	-6	-39	-3	i	-1.0	-2	-0.3
CCc1cc(CNC(=O)CCc2nnc(Cc3cccc(C)c3)o2)on1
    -7	-5	-2	-1	1	i	1.2	-5	-0.1
CCOC(=O)N1CCN(CC(O)COc2ccc(C(C)C)c(C)c2)CC1 (configuration not stated)
    -5	-2	-3	11	2	i	0.7	-9	-1.1
COC(=O)c1cc(O)cc(OC)c1Oc1cc(C)cc(O)c1C(=O)O
    0	-5	41*	-4	20*	i	0.7	3	-1.6
CCCN(CC(=O)Nc1ccccc1OC)C(=O)Cc1ccc2c(c1)CCC2
    13	-1	-2	25	0	i	.	-13	-0.9

Screens deposited in PubChem BioAssay by several laboratories.
